Screens: PubChem, several laboratories
H9c2 protect – modulators protecting cardiomyocytes from myocardial damage; H9c2 cardiomyocytes, H2O2 injury protection, ATPLite, 2 h; protection from H2O2 cell death, % at 20 µM; hit rate 0.63% among 360,000; AID 588492;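 active = compounds giving at least 50% protection of heart cells from peroxide-induced death in the single-dose screen, raw or plate-pattern-corrected value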;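 also: 0% = DMSO wells with peroxide and 100% = DMSO wells without peroxide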
m5-HT2A agonist – agonists of mouse serotonin 5-HT2A receptor (HTR2A). activation, % at 7.6 µM. P35363. CHO-K1 mHTR2A beta-arrestin complementation, luminescence; percent of 30 µM serotonin response. hit rate 0.66% among 360,000;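 active = activation above a run cutoff, the mean activation of all tested compounds plus 3 SD, cut at about 14% in these data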;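 also: 0% = plate median of compound wells and 100% = 30 µM serotonin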
MC4R antag cAMP – human MC4R antagonism in cAMP assay; MC4R-expressing cells, MTII-stimulated cAMP, LANCE TR-FRET; hit rate 0.48% among 360,000; inhibition, % at 6.5 µM; P32245; AID 540295;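 active = inhibition above its plate's cutoff, the mean of tested wells on that plate plus 3 SD, cut at about 29% in these data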;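 also: 0% = Melanotan II alone and 100% = Melanotan II plus saturating MCL0020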
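System: U2OS cells stably expressing human melanocortin 4 receptor (MC4R). Reagent: Melanotan II challenge after compound preincubation. Doses: 6.5 µM. Times: 30-min compound, 1-h challenge, 1-h detection, room temperature. Measured by: TR-FRET with Eu-cAMP and labeled anti-cAMP, 671 nm. Replicates: singlicate.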
TLR9-MyD88 block – blocks human TLR9 binding to MyD88; AID 504734; CHO BLA complementation TLR9-MyD88, CCF4 FRET ratio; Q9NR96+Q99836; inhibition, % at 4.98 µM; hit rate 0.21% among 340,000;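 active = inhibition above the mean over all tested compounds plus 3 SD, cut at about 21% in these data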;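 also: 0% = DMSO only wells and 100% = clavulanate BLA inhibitor control wells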
ABCB6 inh MLPCN – blocks the human ABCB6 transporter | fluorescence ratio to DMSO, % at 10 µM | hit rate 0.19% among 360,000 | AID 602162 | K562-ABCB6 porphyrin accumulation, flow cytometry, 1 h; hits give low values;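 active = fluorescence ratio to DMSO below 75%, the collection mean minus 3 SD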;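 also: signal is porphyrin accumulated inside mitochondria; 100% equals median channel fluorescence of DMSO control wells; lower ratio means ABCB6 inhibition with less porphyrin fluorescence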
NCOA2 inhibitor – human SRC2 (NCOA2) inhibition. HEK293 GAL4-SRC2 luciferase reporter, luminescence. hit rate 0.17% among 370,000. AID 651957. inhibition, % at 9 µM;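 active = inhibition above the mean inhibition of all tested compounds plus 3 SD, set per campaign, cut at about 52% in these data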;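 also: 0% = DMSO treated cells and 100% = cells given Gossypol at 36 µM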
Target sequence (Q15596 whole entry, looked up, the tested form may be a part): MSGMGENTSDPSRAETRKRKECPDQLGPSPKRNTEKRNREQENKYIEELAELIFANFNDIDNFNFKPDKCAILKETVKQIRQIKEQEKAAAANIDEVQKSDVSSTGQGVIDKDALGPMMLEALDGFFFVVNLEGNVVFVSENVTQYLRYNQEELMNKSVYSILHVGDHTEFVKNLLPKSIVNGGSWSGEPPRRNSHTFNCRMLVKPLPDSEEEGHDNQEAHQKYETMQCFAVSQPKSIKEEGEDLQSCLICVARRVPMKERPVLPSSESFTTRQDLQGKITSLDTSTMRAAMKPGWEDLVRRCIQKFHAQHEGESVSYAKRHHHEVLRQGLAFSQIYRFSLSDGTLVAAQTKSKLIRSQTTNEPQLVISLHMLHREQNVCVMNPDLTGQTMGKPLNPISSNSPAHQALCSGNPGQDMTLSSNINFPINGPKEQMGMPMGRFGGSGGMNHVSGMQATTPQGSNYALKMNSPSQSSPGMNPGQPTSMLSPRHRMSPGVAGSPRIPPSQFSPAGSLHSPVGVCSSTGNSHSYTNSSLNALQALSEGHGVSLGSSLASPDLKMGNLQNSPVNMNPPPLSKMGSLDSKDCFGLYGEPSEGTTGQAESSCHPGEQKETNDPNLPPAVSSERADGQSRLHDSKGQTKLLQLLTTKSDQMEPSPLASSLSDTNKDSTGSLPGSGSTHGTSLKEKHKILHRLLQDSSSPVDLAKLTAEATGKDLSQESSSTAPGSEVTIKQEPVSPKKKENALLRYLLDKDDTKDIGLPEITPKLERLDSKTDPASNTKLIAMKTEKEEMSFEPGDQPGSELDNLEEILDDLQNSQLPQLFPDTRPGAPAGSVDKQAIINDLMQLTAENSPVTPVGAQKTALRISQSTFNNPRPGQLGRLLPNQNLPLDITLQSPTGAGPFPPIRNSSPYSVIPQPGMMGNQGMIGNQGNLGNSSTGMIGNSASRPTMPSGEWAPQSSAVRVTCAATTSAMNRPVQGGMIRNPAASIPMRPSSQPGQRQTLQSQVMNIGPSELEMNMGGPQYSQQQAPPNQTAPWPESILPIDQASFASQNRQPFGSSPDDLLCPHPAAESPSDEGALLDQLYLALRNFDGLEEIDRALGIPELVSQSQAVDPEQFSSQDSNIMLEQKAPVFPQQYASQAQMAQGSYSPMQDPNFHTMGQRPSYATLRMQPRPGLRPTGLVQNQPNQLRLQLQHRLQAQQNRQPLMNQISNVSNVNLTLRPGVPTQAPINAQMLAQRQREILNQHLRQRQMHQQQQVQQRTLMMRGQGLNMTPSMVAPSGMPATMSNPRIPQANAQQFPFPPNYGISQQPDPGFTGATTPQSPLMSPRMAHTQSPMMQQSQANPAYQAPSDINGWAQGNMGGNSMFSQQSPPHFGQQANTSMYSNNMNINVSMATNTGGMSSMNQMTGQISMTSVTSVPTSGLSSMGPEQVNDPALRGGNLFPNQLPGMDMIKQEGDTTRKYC
MC4R barr agon – agonists of human melanocortin 4 receptor (MC4R) beta-arrestin | P32245 | U2OS MC4R beta-arrestin complementation, luminescence; percent of melanotan II response, DMSO zero | activation, % at 8.9 µM | hit rate 0.98% among 360,000;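 active = activation above a per-plate cutoff, the mean activation of sample wells on that plate plus 3 SD, cut at about 8% in these data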
NOD2-RIPK2 inh – NOD2-RIPK2 protein interaction inhibition. O43353. AID 624267. hit rate 0.38% among 360,000. inhibition, % at 4.98 µM. CHO BLA complementation NOD2-RIPK2, CCF4 ratio; in the data active = inhibition above about 21%;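 also: 0% = vehicle only and 100% = reference blocker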
ABHD5 PLIN5 PPI – blocks binding of human ABHD5 to perilipin-5; Split G. princeps luciferase complementation, luminescence, 4 h; inhibition, % at 4 µM; hit rate 0.78% among 360,000; AID 602281;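 active = inhibition above the mean inhibition across every tested compound plus 3 SD, cut at about 22% in these data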;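 also: 0% = DMSO only wells and the 100% control is not disclosed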
N-glyco inh – N-linked glycosylation inhibition; reporter increase, % at 12.5 µM; hit rate 0.23% among 360,000; D54 ERlucT glycosylation luciferase reporter, 24 h; percent of 100 nM tunicamycin response;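 active = mean luciferase reporter signal, scaled so untreated is 0 and the glycosylation-blocking control 100, at or above a set limit in every replicate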;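 also: luciferase carries N-glycosylation sites so blocking glycosylation raises the light; 0% = median of neutral control wells and 100% = median of 100 nM tunicamycin wells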
Starred values were filed as active, the others as inactive; . = no result given.

Every second line gives: H9c2 protect	m5-HT2A agonist	MC4R antag cAMP	TLR9-MyD88 block	ABCB6 inh MLPCN	NCOA2 inhibitor	MC4R barr agon	NOD2-RIPK2 inh	ABHD5 PLIN5 PPI	N-glyco inh
- Cc1ccc(CCN=c2c([N+](=O)[O-])nn(-c3ccccc3)n2O)cc1
→ -2.4	3.2	1.1	3.2	96.0	-6.5	-2.0	0.3	-3.4	0.4
- Cc1ccc(S(=O)(=O)N2CCOCC2)cc1NC(=O)CNc1ccccc1N1CCCC1=O
→ -4.1	7.2	-0.1	-2.9	105.0	11.7	-1.3	-3.7	16.7	0.2
- COc1ccc(NC(=O)CCN2C(=O)c3ccccc3S2(=O)=O)c(OC)c1
→ 16.1	2.4	-1.5	0.0	93.0	-4.5	-0.7	-10.6	-0.5	-1.1
- CC(C)(C)C1CCC(=O)N(CCSc2ccccc2)CC1 (configuration not stated)
→ 1.8	2.4	4.5	3.3	91.0	-26.1	2.8	1.3	-1.2	-5.2
- COCCN(CCOC)c1nc(S(=O)(=O)c2ccc(C)cc2)c(Cl)s1
→ -6.5	-4.0	6.6	-1.7	90.0	7.0	-0.8	-1.9	-1.8	-3.5
- COc1ccc(N(C(=O)c2cccnc2)S(=O)(=O)c2cccs2)cc1
→ 53.6*	-0.7	-0.3	-0.8	91.0	8.5	-0.2	10.0	3.5	-0.4
- CC(C(=O)O)N(C(=O)c1ccccc1)c1ccc(F)cc1 (configuration not stated)
→ 7.6	1.5	-2.3	-5.9	94.0	-22.0	-0.6	-3.0	2.2	2.3
- Cc1ccc(Nc2ccc(C(=O)NC3CCCCC3)cn2)cc1
→ -2.8	-1.8	9.8	0.8	99.0	-57.8	1.3	0.8	-0.9	4.5
- CN(Cc1ccccc1)C(=O)CNC(=O)Cn1cnc2ccccc2c1=O
→ 4.4	6.9	3.1	-3.7	87.0	1.5	-2.5	-7.5	0.5	1.4
- CC(=O)c1c(C)[nH]c(C(=O)Nc2nc(-c3ccc(Cl)cc3)cs2)c1C
→ -1.3	1.4	-1.9	5.0	87.0	-25.5	0.7	-2.6	-6.3	1.9
- Cc1ccc(CCNC(=O)CS(=O)Cc2nc(-c3ccccc3F)oc2C)cc1 (configuration not stated)
→ -2.0	1.1	-0.8	9.1	97.0	0.2	-1.4	4.7	0.8	-0.9
- CC(C)C(C(=O)NCC1CCCO1)N(Cc1ccco1)C(=O)CNS(=O)(=O)c1ccc(F)cc1 (configuration not stated)
→ 6.5	4.4	3.7	-6.4	94.0	-16.2	-1.1	3.6	5.0	2.3
- O=S1(=O)CC(N2CC=CC2)CN1Cc1cn(Cc2cccc(C(F)(F)F)c2)nn1 (configuration not stated)
→ .	1.4	.	.	98.0	1.1	.	-12.2	0.6	.
- O=C(Nc1ccc(C(=O)O)cc1)Nc1cccc([N+](=O)[O-])c1
→ -0.2	-3.2	2.9	1.1	98.0	3.1	-3.2	-3.0	-1.8	0.4
- CCn1c(SCC(=O)Nc2ccc(OC)cc2)nc2nc3c(cc2c1=O)CCCC3
→ 19.3	-1.3	10.3	-2.9	99.0	-6.0	-0.1	-4.5	10.4	-3.4
- Cc1cccc2cc(COC(=O)c3ccccc3)c(=O)[nH]c12
→ 5.3	-1.7	5.3	7.4	109.0	1.6	5.9	-5.6	-6.1	1.7
- Cc1ccc(CN(C)C(=O)c2ccccc2Sc2ccccc2C#N)cc1
→ 0.0	-5.7	3.9	-3.4	94.0	-19.2	-2.7	4.8	-7.6	-2.1
- CC(C)Sc1nnc(SCC(=O)NCCCN2CCCC2=O)s1
→ 14.2	2.9	3.7	-0.8	93.0	-1.8	-1.2	12.3	-0.4	1.9
- CN(CC(=O)Nc1nc2ccccc2s1)S(=O)(=O)c1ccc(Br)cc1
→ -8.7	-1.7	-2.4	-6.0	100.0	18.7	3.8	-12.2	-8.5	-1.9
- Cc1cccc2c(CC(=O)O)noc12
→ 4.0	-3.3	-5.7	1.1	103.0	11.0	0.2	-8.7	11.2	1.0
- CC1(C)C2CCC(CN=C(N)CSS(=O)(=O)O)C1C2 (configuration not stated)
→ -5.3	9.1	1.8	-2.0	96.0	-4.3	-1.5	-9.7	61.3*	2.1
- COc1ccc(-c2nc(N)nc(N)n2)c(O)c1
→ -7.7	9.4	5.4	-7.5	93.0	-12.5	-1.5	-6.9	8.5	-5.9
- C=CCn1c(COc2ccccc2)nnc1SCC(=O)NCC(=O)OCC
→ 7.9	0.7	2.8	-5.2	97.0	-30.7	0.0	4.7	-4.1	0.0
- CCCn1c2ccccc2c2cnn(CC(=O)NC3CCCCC3C)c(=O)c21 (configuration not stated)
→ 1.0	4.6	-10.8	-3.7	104.0	5.8	-3.2	-2.8	1.5	5.5
- C=C(C)CNC(=S)N/N=C(\C)c1cccc(NC(C)=O)c1
→ -4.2	3.6	-5.7	-7.4	87.0	-28.1	0.2	-0.3	9.6	-2.4
- COC(=O)C1=C(C(=O)OC)[C@@H]2N(C)c3ccc(OC)cc3[C@@]23C[C@@H](C(=O)OC)N(C(=O)c2ccc(Br)cc2)C3=N1
→ -4.6	4.5	8.3	3.5	95.0	-0.7	-1.1	6.1	-6.0	24.4
- O=[n+]1c2c(n([O-])c3ccccc31)CCC2
→ 2.1	0.4	4.4	0.2	85.0	.	-2.0	5.3	-0.3	0.9
- Cc1sc2nc(CN(C(=O)NC3CCCCC3)C3CCCCC3)[nH]c(=O)c2c1C
→ 16.2	-6.9	8.3	14.4	95.0	-17.5	-1.0	8.2	-5.3	-7.8
- O=C(Nc1ccccc1N1CCCC1)c1ccc(N2CCCC2=O)cc1
→ 5.9	-4.5	5.3	10.6	97.0	-20.6	2.5	-1.2	5.9	-1.9
- CC(C)C[C@H]1CN(CCCC[C@H]2CNC(=O)C(=O)N2CCc2ccccc2)C(=O)C(=O)N1CCc1ccc(O)cc1
→ .	-0.6	.	.	95.0	14.3	.	-9.8	0.1	.

Next section (two carried over from the part before).
Every second line gives: H9c2 protect	m5-HT2A agonist	MC4R antag cAMP	TLR9-MyD88 block	ABCB6 inh MLPCN	NCOA2 inhibitor	MC4R barr agon	NOD2-RIPK2 inh	ABHD5 PLIN5 PPI	N-glyco inh
- O=C(Nc1ccccc1N1CCCC1)c1ccc(N2CCCC2=O)cc1
→ 5.9	-4.5	5.3	10.6	97.0	-20.6	2.5	-1.2	5.9	-1.9
- CC(C)C[C@H]1CN(CCCC[C@H]2CNC(=O)C(=O)N2CCc2ccccc2)C(=O)C(=O)N1CCc1ccc(O)cc1
→ .	-0.6	.	.	95.0	14.3	.	-9.8	0.1	.
- C[C@@H](C(=O)NCCc1c[nH]c2ccccc12)[C@@H]1C[C@@]1(C)[C@@H](NC(=O)OCc1ccccc1)c1ccccc1
→ 22.3	-8.6	8.0	-8.9	74.0*	14.2	-1.6	-1.2	-6.0	-1.9
- CCc1sc(N(C(=O)Cc2ccccc2)c2ccc(F)cc2)nc1-c1ccccc1
→ -16.6	1.1	10.6	4.5	93.0	-17.2	-0.4	-7.2	4.0	-1.4
- COc1cc(N2C(=O)c3ccccc3C2=O)c(Cl)cc1C(=O)OCC(=O)N1CCOCC1
→ 8.2	1.7	-4.8	-3.1	93.0	-8.0	0.5	-6.2	-1.5	0.6
- CCN(C(=O)COC(=O)c1ccc2[nH]c(C)c(C)c2c1)c1c(N)n(Cc2ccccc2)c(=O)[nH]c1=O
→ 0.0	-0.2	23.1	-3.8	103.0	2.4	-2.5	-4.1	-2.6	-3.5
- COc1ccccc1NC(=O)C/C(N)=N/OCC(=O)Nc1cccc(Cl)c1
→ -4.7	-11.3	11.1	1.7	95.0	-5.2	-1.4	-9.9	2.6	-0.3
- Cc1cc(/C=N/O)c(C)n1-c1ccccc1
→ -3.8	2.1	-4.0	4.2	93.0	13.6	0.6	1.2	-0.2	-1.9
- S=C(NCC1CCCO1)N1CCN(c2ccccc2)CC1 (configuration not stated)
→ 2.5	-1.5	-1.6	5.3	96.0	-10.0	-2.8	-7.5	-1.9	0.4
- CCCCS(=O)(=O)NC1=NCN(Cc2ccco2)CN1
→ 16.4	-2.8	3.3	-11.5	97.0	0.1	0.1	-6.2	-7.5	1.2
- COc1ccc(NC(C)=O)cc1NC(=O)CN1CCN(C(=O)c2ccco2)CC1
→ 0.8	0.6	2.4	-6.9	102.0	7.2	-0.2	-6.0	-0.6	1.5
- Cc1cccc(NC(=O)C2(c3cccs3)CCOCC2)c1
→ 4.8	-1.6	3.7	-3.0	97.0	-13.4	2.4	-4.4	-0.4	2.8
- Cc1nn(CCCC(=O)NCCc2ccccc2)c(=O)c2nn(-c3ccccc3)c(C)c12
→ -2.0	-3.0	4.0	-6.8	94.0	-15.6	-3.4	1.8	-1.7	1.7
- CC1(C(=O)NS(=O)(=O)c2ccccc2Cl)CCN1C(=O)CCC1CCCC1 (configuration not stated)
→ 20.5	3.9	7.7	.	99.0	14.3	-1.2	2.0	4.0	0.6
- Cc1ccc(CNC(=O)C23CN(Cc4ccccc4)CC2C(c2ccc([N+](=O)[O-])cc2)=NO3)o1 (configuration not stated)
→ -5.4	-8.0	10.2	-17.8	93.0	-3.1	-1.1	-10.0	-5.7	-0.6
- CCCN(C(=O)CSc1nc2ccccc2n1CC)C1CCS(=O)(=O)C1 (configuration not stated)
→ -0.1	1.3	-1.1	-5.0	92.0	17.6	-4.3	-1.1	-8.6	0.8
- O=C(NC1(C(F)(F)F)NC(=O)N(CCc2ccccc2)C1=O)C1CC1 (configuration not stated)
→ 0.9	-1.7	10.2	-6.5	100.0	-3.5	-2.2	-10.9	-4.1	2.7
- Cc1cc(Nc2cccc(C(F)(F)F)c2)n2nc(C)nc2n1
→ 5.3	1.4	1.4	3.3	95.0	-5.8	0.0	-2.1	1.4	2.1
- Cc1noc(C)c1CC(=O)Nc1ccc2c(c1)OCO2
→ -3.0	-0.8	4.8	-1.1	92.0	-26.2	-0.1	-0.2	6.0	3.7
- CCSc1nc(N2CCOCC2)c2c(c1C#N)CCCC2
→ -4.9	-4.4	-7.3	-12.8	98.0	-1.3	-0.4	-8.7	-2.1	-0.7
- O=[N+]([O-])c1ccc(O)c(C2=NNC(c3ccccc3F)C2)c1 (configuration not stated)
→ -16.6	-1.4	-9.7	2.3	93.0	-2.9	1.0	-9.8	6.8	0.5
- Cc1cc(NC(=O)CSCc2nc(-c3cccc(Cl)c3)oc2C)no1
→ 0.4	-4.0	9.9	1.5	98.0	14.5	-1.6	-2.1	7.6	0.6
- Cc1ccc2c(c1)-c1c(ssc1=S)C(C)(C)N2C(=O)CN1C(=O)c2ccccc2C1=O
→ 27.1	3.1	4.1	2.5	88.0	15.6	0.2	4.5	2.8	-0.3
- COc1cc(OC)c(C(=O)NNC(=O)CN(C)S(=O)(=O)c2ccc(Cl)cc2)cc1OC
→ 9.4	-5.3	0.9	7.1	99.0	-12.8	-2.4	8.3	7.9	2.7

Only part of the results is shown; the hit share may differ from the screen's.
